# HCV inh = blocks hepatitis C virus | Potency, µM (titrated, usually from 41.8 µM), for inactives: at the highest dose activity change, negative = inhibition, most hits filed as inhibitors | AID 651820 | 340,000 tested, 3.4% active | Huh7.5.1 HCVcc-Cre infection, luciferase reporter, 44 h
#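 Infectious HCVcc-Cre (~0.5 moi) was added to cells just after compound, with cells seeded 4 h earlier at 1,000 per well. Luciferase activity after 44 h culture reported infection; substrate was incubated 15 min at room temperature before reading.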
# LmPK inhibitor = inhibitors of Leishmania mexicana pyruvate kinase | Q27686 | 290,000 tested, 0.37% active | purified LmPK, Kinase-Glo ATP luminescence, 1 h | AID 1721 | Potency, µM (series often up to 57.5 µM), without a hit: top-dose activity change, negative = inhibition, usual class: inhibitors
# Target sequence (Q27686 whole entry, looked up): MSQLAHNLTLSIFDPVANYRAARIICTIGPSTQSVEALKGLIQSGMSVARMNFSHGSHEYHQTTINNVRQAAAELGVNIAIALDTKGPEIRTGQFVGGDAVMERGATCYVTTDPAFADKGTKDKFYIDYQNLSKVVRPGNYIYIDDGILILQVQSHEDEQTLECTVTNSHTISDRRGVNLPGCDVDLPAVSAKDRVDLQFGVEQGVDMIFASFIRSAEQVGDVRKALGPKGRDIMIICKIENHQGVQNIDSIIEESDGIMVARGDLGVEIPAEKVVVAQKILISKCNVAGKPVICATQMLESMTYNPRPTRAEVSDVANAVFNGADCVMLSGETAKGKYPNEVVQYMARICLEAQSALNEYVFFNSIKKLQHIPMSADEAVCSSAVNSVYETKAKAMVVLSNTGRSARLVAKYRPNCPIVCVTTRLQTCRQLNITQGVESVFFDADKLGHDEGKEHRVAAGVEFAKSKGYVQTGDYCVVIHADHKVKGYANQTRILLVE
#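 Purified LmPK (0.1 nM) with 0.5 mM PEP and 0.1 mM ADP in imidazole buffer pH 7.2 with MgCl2/KCl, 1 h at room temperature. ATP formed was read by luciferase luminescence and normalized to no-enzyme and uninhibited controls.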
# TbPYK inhibitor = blocks Trypanosoma brucei pyruvate kinase; Potency, µM (series often up to 76.8 µM), for inactives: top-dose activity, negative = inhibition, usual class: inhibitors; TbPYK enzyme, Kinase-Glo Plus ATP luminescence, 45 min; 410,000 tested, 0.12% active; further: nearly all actives have a fitted effect of over 50% in size
#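 Readout: single end-point luminescence (Kinase-Glo Plus, 10 min). Reaction conditions were TbPYK/substrate plus 130 uM ADP, 45 min at RT, pH 7.2 TEA buffer. No-enzyme wells served as controls, and data were normalized before concentration-response fitting.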
# Pf growth 48h = P. falciparum growth inhibition at 48 hours (one generation); Potency, µM (titrated, usually from 28.7 µM), inactives show at the top dose activity change, negative = inhibition, actives largely listed as inhibitors; 310,000 tested, 5.9% active; AID 504832; P. falciparum luciferase growth in erythrocytes, 48 h
#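 A one-generation exposure of luciferase-tagged malaria parasites in RPMI 1640/Albumax erythrocyte culture, 37 C and 5% CO2. Inhibition is inferred from decreased luminescence after adding detection reagent.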
# Sm TGR inh = blocks Schistosoma mansoni thioredoxin glutathione reductase; Potency, µM (highest dose often 114 µM), without a hit: at the top dose activity change, negative = inhibition, usual class: inhibitors; AID 485364; purified TGR, DTNB reduction, TNB absorbance 405 nm; Q962Y6; 360,000 tested, 3% active; further: nearly all actives have a fitted effect of over 60% in size
#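 Kinetic colorimetric format: TGR-catalysed, NADPH-driven DTNB reduction monitored via TNB absorbance. Enzyme dispensed at 20 nM; compound exposure 15 min at room temperature before reaction start.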
# Pf growth 96h = P. falciparum growth inhibition at 96 hours. P. falciparum luciferase reporter growth, 96 h. Potency, µM (top dose mostly 28.7 µM), without a hit: at the top dose activity change, negative = inhibition, most hits filed as inhibitors. 320,000 tested, 6.9% active. AID 504834
#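 Infected RBCs, 2% Hct / 0.05% parasitemia final; luciferase-reporter P. falciparum; cpd 96 h, 37 C, 5% CO2; luciferase detection reagent; luminescence.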
# An asterisk follows results filed as active; i = inactive; ? = inconclusive; · = no result given; & = joins results of further samples; [ ] = remark or other dose. The call rests on the fitted dose curve; in most records, active means well fitted curve in the direction sought with a large enough effect; inconclusive means small, poorly fitted or top-dose-only effect, or another doubt; inactive means no such curve, though single readings can be large; an effect the other way counts as inactive or inconclusive. On the % scale 0 is the no-effect control and ±100 the full control effect; potency means the concentration at half of the fitted maximal effect.
SMILES,HCV inh,LmPK inhibitor,TbPYK inhibitor,Pf growth 48h,Sm TGR inh,Pf growth 96h
O=C(O)C1(P(=O)(c2ccccc2)c2ccccc2)CCCC1,32.0%[activator],3.2%,-5.6%,61.8%[activator],42.6%,0.0%
C/C(=N\NC(=O)c1nnn(-c2nonc2N)c1CN1CCc2ccccc21)c1ccccc1O,?,-4.6%,-1.2%,?,2.8%,17.7%
Cc1ccccc1CNc1ncnc2c1ncn2C1OC(CO)C(O)C1O (configuration not stated),·,·,1.9%,-5.0%,·,-12.8%
O=C(Nc1cc(C(F)(F)F)ccc1N1CCOCC1)C1CC1,1.4%,·,0.2%,?,-5.3%,?
COc1ccc(-c2ccc(=O)n(CC(=O)NC3CCc4ccccc43)n2)cc1OC (configuration not stated),8.4%,-0.8%,-4.9%,?,·,23.9%
Cc1ccc(C(=O)Cn2cc([N+](=O)[O-])nc2C)cc1,-4.5%,-1.7%,1.9%,33.1%[activator],-5.6%,9.7%
COc1ccc(-c2ccccc2)cc1NCc1ccccc1C,-15.4%,-4.3%,-4.3%,68.0%[activator],-18.0%,?
O=C(c1ccc(OC2CCN(CCc3ccccc3)CC2)cc1)N1CCCCC1CCCO (configuration not stated),-29.4%,-3.3%,9.4%,30.6%[activator],-13.1%,8.4%
O=S(=O)(N1CCCCCC1)N1CCN(S(=O)(=O)N2CCOCC2)CC1,14.1%,4.0%,-1.4%,18.3%,1.0%,·
COC(=O)Cn1c(CN(Cc2ccccc2)Cc2ccccc2)nc2c1c(=O)[nH]c(=O)n2C,5.7%,2.3%,3.9%,?,17.3%,?
CSCCC(NC(=O)c1ccco1)C(=O)Nc1cc(C)ccn1 (configuration not stated),30.5%[activator],·,1.1%,104.6%[activator],1.4%,157.2%[activator]
COc1ccc(C(=O)N2CCC(N3CCN(c4ccccc4)CC3)CC2)cc1OC,14.3%,-3.9%,-11.0%,-18.2%,-13.4%,37.4%[activator]
CCOC(=O)N1CCC(Nc2ccc(N3C(=O)C4CCCCC4C3=O)cc2[N+](=O)[O-])CC1 (configuration not stated),-6.6%,-2.8%,-0.7%,-2.5%,6.8%,26.6%
CSc1nc(N)n2nc(C(C)(C)C)cc2n1,10.9%,-11.6%,-3.3%,0.8%,15.7%,14.3%
COc1ccc(OCCCC(=O)Nc2ccc3c(c2)OCO3)cc1,-15.8%,-4.5%,-1.6%,3.1%,-4.2%,?
Nc1ccc(Nc2ccccc2)c(Cl)c1,13.8%,1.3%,-1.0%,73.9%[activator],11.2µM*,·
CCOc1ccc(Cc2noc3c2C(=O)CCC3)cc1OCC,-23.4%,0.8%[11.5 µM],-4.5%,-22.2%,17.6%,0.7%
CCc1ccc(C2C(C#N)=C(N)SC(N)=C2C#N)s1,-29.2%,8.6%,-4.3%,?,-31.5%,0.0%
CC(=O)c1cccc(NC(=O)c2ccc(N(Cc3ccc(C)cc3)S(C)(=O)=O)cc2)c1,12.6µM*,5.2%,-4.1%,·,0.8%,?
CCOc1ccc(-c2nc(C#N)c(NCc3ccc4c(c3)OCO4)o2)cc1,?,3.5%,1.8%,21.9%,-4.8%,8.28µM*
CN(C)Cc1c(C(=O)N/N=C/c2ccccc2OCc2c(F)cccc2Cl)nnn1-c1nonc1N,14.5%,-4.4%,2.3%,-23.2%,-10.7%,?
Cc1cc(C)c(C(=O)Nn2c(C)nc3ccccc3c2=O)cc1C,-5.2%,1.0%,-5.2%,-25.2%,-18.2%,21.0%
COc1cc(C(=O)N/N=C/c2sc(=O)n(-c3ccccc3)c2Cl)cc(OC)c1OC,?,4.1%,6.0%,-18.3%,-1.5%,0.0%
COCCNC(=O)CN(c1cc(Cl)ccc1OC)S(=O)(=O)c1ccc(C)c([N+](=O)[O-])c1,0.2%,1.6%,-10.5%,?,·,399.9%[activator]
CCCc1nnc(NC(=O)CCC(=O)N2CCCCC2CC)s1 (configuration not stated),9.9%,-1.7%,3.5%,-10.4%,-3.4%,·
O=C(c1ccccc1Oc1ccc([N+](=O)[O-])cc1)N1CCOCC1,18.5%,-5.1%,-8.7%,5.2%,-10.4%,-22.2%
COc1cccc(C(CNc2ccc(S(=O)(=O)N3CCN(C)CC3)cc2[N+](=O)[O-])N(C)C)c1 (configuration not stated),?,·,2.2%,?,8.2%,?
COC(=O)[C@H](C)NC(=O)NC1CCCc2ccccc21 (some centres not stated),-0.7%,8.8%,13.1%,·,6.5%,?
CCC(=O)N1c2ccc(S(=O)(=O)CCC(=O)Nc3ccc(OC)cc3OC)cc2CC1C (configuration not stated),3.1%,0.2%,-6.4%&-7.8%,-4.7%,-0.3%&4.8%,156.5%[activator]
CCc1ccc(N2C(=O)C(Cl)=C(N3CCCCCC3)C2=O)cc1,-7.0%,3.8%,-1.8%,-7.4%,2.9%,16.2%
Fc1ccccc1SCc1nnc(-c2ccccc2Br)o1,-26.8%,-17.2%,31.6µM*,·,10.9%,i
Cc1cccc(C)c1NC(=O)NCCCN1CCN(c2ccccc2)CC1,0.1%,-4.9%,5.2%&-0.3%,-1.1%,9.3%&16.2%,?
Cc1ccccc1-c1nc(CN2CCC(C(=O)O)CC2)c(C)o1,9.0%,14.2%,0.5%,·,0.0%,?
COc1ccc(/C(C)=N/NC(=O)c2ccc(CSc3cccc4cccnc34)cc2)cc1OC,?,-2.0%,2.9%,?,1.7%,?
CCOc1cccc(OCCCCN2CCCCC2)c1,-26.4%,12.9%,-10.7%,·,1.1%[11.4 µM],-6.2%[5.75 µM]
Cc1ccc(S(=O)(=O)N2CCN(C(=O)c3cccs3)CC2)cc1C,8.9%,-0.4%[11.5 µM],3.0%,-22.8%,7.1%,29.7%
COc1ccc(OC)c(S(=O)(=O)Nc2c(F)cccc2F)c1,13.7%,-8.9%,0.2%,9.9%,6.2%,15.7%
COc1ccc(CC(=O)Nc2ccc(-c3nnc(-c4ccccc4)o3)cc2)cc1,13.5%,5.5%,-5.0%,21.1%,10.1%,3.8%
CCCCn1c(-c2ccco2)nc2ccccc2c1=O,-20.2%,-4.3%,2.5%,-7.8%,56.2µM*,18.4%
Cc1ccc(S(=O)(=O)C(C#N)c2nc3ccccc3nc2OC(C)C)cc1 (configuration not stated),-6.4%,2.6%,2.1%,-4.7%,12.6%,·

# 2 consecutive records already listed:
SMILES,HCV inh,LmPK inhibitor,TbPYK inhibitor,Pf growth 48h,Sm TGR inh,Pf growth 96h
O=C(O)C1(P(=O)(c2ccccc2)c2ccccc2)CCCC1,32.0%[activator],3.2%,-5.6%,61.8%[activator],42.6%,0.0%
C/C(=N\NC(=O)c1nnn(-c2nonc2N)c1CN1CCc2ccccc21)c1ccccc1O,?,-4.6%,-1.2%,?,2.8%,17.7%

# The list goes on:
SMILES,HCV inh,LmPK inhibitor,TbPYK inhibitor,Pf growth 48h,Sm TGR inh,Pf growth 96h
CCC(C)[C@@H](CN)NCC1(c2ccccc2)CC1 (some centres not stated),12.6%,·,-2.3%,?,-4.1%,?
COc1cc(/C=N\NC(=O)CC(=O)NCCc2ccccc2)ccc1O,?,-2.8%,-16.2%,-0.9%,5.3%,10.4µM*
O=C(C(c1ccccc1)c1ccccc1)N1CCN(Cc2ccccn2)CC1,8.6%,-6.7%,-6.5%,4.4%,4.3%,166.1%[activator]
CC12CN3CC(C)(CN(C1)P3(=O)Oc1ccccc1)C2=O (configuration not stated),11.5%,3.7%,-0.8%,15.7%,-1.2%,6.7%[5.75 µM]
CC(C)OCC(O)CN (configuration not stated),4.5%,-3.0%,1.7%,1.3%,0.0%,-13.1%
COc1ccc(S(=O)(=O)N2CCCCC2)cc1NC(=O)c1cc(C)on1,1.0%,0.6%,8.6%,-1.4%,-3.4%,-22.3%
COc1ccc(C2CC(c3ccccc3)=NN2C(=O)COC(=O)c2ccc(Cl)nc2)cc1 (configuration not stated),10.6%,-0.6%,2.8%,-7.5%,?,-3.5%
C/C(=N\NC(=O)C(=O)Nc1cccc(Cl)c1)c1ccncc1,4.1%,-9.3%,3.8%,26.8%,-6.8%,25.0%
COc1ccccc1OC(C)C(=O)N1CCC(Cc2ccccc2)CC1 (configuration not stated),11.9%,-2.9%,5.6%,-16.0%,?,-3.4%
CCOC(=O)c1ccc2nc3c(cc2c1)CCS3,-13.3%,-2.0%,-7.5%,71.1%[activator],-21.2%,-12.5%
O=C(NOCc1ccccc1)c1ccccc1,4.6%&19.4%,·,-7.5%,79.0%[activator],-4.5%,147.6%[activator]
O=C(O)C(Cc1ccc(O)cc1)N1C(=O)c2ccccc2C1=O (configuration not stated),2.8%,-0.8%,3.3%,·,10.6%,10.3%
CCc1ccc(CN2CCN(C(=O)Cc3ccccc3)CC2)cc1,-24.3%,-4.3%,6.8%,-7.0%,·,32.9%
CSc1ccc(CCNC(=O)CCc2nnc3ccc(N4CCC5(CC4)OCCO5)nn23)cc1,-4.1%,10.2%,3.3%,?,-15.7%,43.0%[activator]
Cc1cc(C)nc(NC(=O)Cc2cccs2)n1,?,-7.3%,-2.8%,41.8%[activator],-33.9%,16.1%
O=C(C1=C(O)C(=O)N(CCc2ccccc2)C1c1cccs1)c1ccco1 (configuration not stated),15.0%,-0.1%,-0.7%,4.4%,-15.0%,-14.5%
Cc1occc1C(=O)N1CCN(c2ccc(Cl)c(Cl)c2)CC1,-9.5%,-0.7%,-2.4%,-0.5%,0.0%,·
COC(=O)c1ccccc1CSc1nsc(/C=C/N(C)C)c1C#N,-25.7%,-2.7%,?,?,10.6%,-18.2%
O=C(O)CCN1CC2([N+](=O)[O-])CC=C(OCCO)C([N+](=O)[O-])(C1)C2 (configuration not stated),4.9%,4.0%[11.5 µM],4.5%,?,13.0%,-4.9%
CCOC(=O)c1cnc2ccc(Cl)cc2c1NCCN(C)C,4.3%,2.7%,0.9%,?,-25.2%,4.65µM*
O=C(NC1CCCCC1)c1ccccc1NC(=S)NC(=O)C1CCC1,2.7%,-0.5%,-29.8%,0.0%,0.5%,?
c1ccc(CN2CCC(N3CCN(Cc4ccc5c(c4)OCO5)CC3)CC2)cc1,?,1.6%,-1.0%,14.7µM*,-10.2%,?
CCN(CC(=O)NC(c1ccccc1)c1ccccc1)Cc1nc2ccccc2c(=O)[nH]1,?,10.1%,-6.9%,11.7µM*,3.8%,7.38µM*
COc1ccc(C(=O)/C=C/c2cn(CN3CCN(C)CC3)c3ccccc23)cc1,8.91µM*,4.6%,-1.4%,·,-15.2%,?
CCCc1cc(=O)oc2cc(C)cc(OCC(=O)Nc3ccc(CN4CCOCC4)cc3)c12,?,5.0%,-22.5%,?,-18.4%,8.28µM*
Nn1cc(-c2ccccc2)nc1SCC(=O)N1CCN(S(=O)(=O)c2ccc(Cl)cc2)CC1,6.9%,-1.6%,6.6%,?,0.0%,?

# Part of the list above, set out differently:
molecule	HCV inh	LmPK inhibitor	TbPYK inhibitor	Pf growth 48h	Sm TGR inh	Pf growth 96h
O=C(NC1CCCCC1)c1ccccc1NC(=S)NC(=O)C1CCC1	2.7%	-0.5%	-29.8%	0.0%	0.5%	?
c1ccc(CN2CCC(N3CCN(Cc4ccc5c(c4)OCO5)CC3)CC2)cc1	?	1.6%	-1.0%	14.7µM*	-10.2%	?
CCN(CC(=O)NC(c1ccccc1)c1ccccc1)Cc1nc2ccccc2c(=O)[nH]1	?	10.1%	-6.9%	11.7µM*	3.8%	7.38µM*
COc1ccc(C(=O)/C=C/c2cn(CN3CCN(C)CC3)c3ccccc23)cc1	8.91µM*	4.6%	-1.4%	·	-15.2%	?
CCCc1cc(=O)oc2cc(C)cc(OCC(=O)Nc3ccc(CN4CCOCC4)cc3)c12	?	5.0%	-22.5%	?	-18.4%	8.28µM*
Nn1cc(-c2ccccc2)nc1SCC(=O)N1CCN(S(=O)(=O)c2ccc(Cl)cc2)CC1	6.9%	-1.6%	6.6%	?	0.0%	?

# Compounds were not picked by outcome. About 16% of those tested had a hit in this group.
